# Screens (PubChem)
# PGC1a acetyl inh: PGC1a acetylation modulation, inhibitor mode; U2OS PGC1a acetylation, AlphaScreen anti-acetyl-lysine; with virally co-expressed GCN5 acetyltransferase; inhibition, % at 15.6 µM; hit rate 0.17% among 350,000;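 active = every replicate shows inhibition of at least 40%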;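 note: 0% = neutral control wells and 100% = positive control wells; some results beyond the cut were filed as inactive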
# FN deposit inh: fibronectin deposition inhibition. hit rate 0.086% among 350,000. AID 743247. AH1F fibroblasts, Alexa488-fibronectin deposition fluorescence, overnight. inhibition, % at 12.6 µM;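 active = mean inhibition across replicates of 30% or more, regardless of how many single replicates reach that level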;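 note: positive control wells lacked labelled fibronectin entirely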
#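 Material: AH1F fibroblasts assembling fluorescent fibronectin matrix; amount: 10000 AH1F cells/well; medium: DMEM, 2% serum; reagent: Alexa488-fibronectin, 24 nM final in well; dosing: single compound dose, delivered by pin transfer; incubation: 1 h adhesion, overnight exposure; detection: fluorescence after three HBSS washes, excitation 485 nm, emission 525 nm; measure: fibronectin deposition inhibition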
# PAX8 reporter: PAX8 transcriptional activity inhibition; AID 652154; hit rate 1.2% among 360,000; inhibition, % at 12.6 µM; RMG-I TPO-luciferase reporter, SteadyGlo, 24 h;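 active = mean replicate inhibition at least 60% with every replicate also reaching 60%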;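 note: luciferase light reporting Pax8 driven TPO promoter activity; plate controls were median of neutral control wells for no effect and mitoxantrone controls for full effect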
# LGR2 antag: Drosophila LGR2 receptor signaling inhibition; HEK293 LGR2, CRE-luciferase, bursicon-stimulated, 4 h; inhibition, % at 9.99 µM; hit rate 0.35% among 380,000;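 active = drop in luminescence signal, shown as inhibition above about 50% in the replicate tests, limit read from the data, passing the limit was not always enough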;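 note: agonist challenge used bursicon conditioned medium at about half maximal strength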
# ERAP1 HTS inh: inhibitors of human ERAP1 aminopeptidase; inhibition, % at 10.7 µM; recombinant ERAP1, Leu-AMC fluorescence, 60 min; hit rate 0.15% among 340,000;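 active = mean replicate inhibition of at least 30%, or all replicates individually reaching that 30% level; inactive = mean below 30% and not every replicate reaching it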;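 note: 0% = neutral control wells and 100% = L-leucinethiol positive control wells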
# Target sequence (Q9NZ08 whole entry, looked up): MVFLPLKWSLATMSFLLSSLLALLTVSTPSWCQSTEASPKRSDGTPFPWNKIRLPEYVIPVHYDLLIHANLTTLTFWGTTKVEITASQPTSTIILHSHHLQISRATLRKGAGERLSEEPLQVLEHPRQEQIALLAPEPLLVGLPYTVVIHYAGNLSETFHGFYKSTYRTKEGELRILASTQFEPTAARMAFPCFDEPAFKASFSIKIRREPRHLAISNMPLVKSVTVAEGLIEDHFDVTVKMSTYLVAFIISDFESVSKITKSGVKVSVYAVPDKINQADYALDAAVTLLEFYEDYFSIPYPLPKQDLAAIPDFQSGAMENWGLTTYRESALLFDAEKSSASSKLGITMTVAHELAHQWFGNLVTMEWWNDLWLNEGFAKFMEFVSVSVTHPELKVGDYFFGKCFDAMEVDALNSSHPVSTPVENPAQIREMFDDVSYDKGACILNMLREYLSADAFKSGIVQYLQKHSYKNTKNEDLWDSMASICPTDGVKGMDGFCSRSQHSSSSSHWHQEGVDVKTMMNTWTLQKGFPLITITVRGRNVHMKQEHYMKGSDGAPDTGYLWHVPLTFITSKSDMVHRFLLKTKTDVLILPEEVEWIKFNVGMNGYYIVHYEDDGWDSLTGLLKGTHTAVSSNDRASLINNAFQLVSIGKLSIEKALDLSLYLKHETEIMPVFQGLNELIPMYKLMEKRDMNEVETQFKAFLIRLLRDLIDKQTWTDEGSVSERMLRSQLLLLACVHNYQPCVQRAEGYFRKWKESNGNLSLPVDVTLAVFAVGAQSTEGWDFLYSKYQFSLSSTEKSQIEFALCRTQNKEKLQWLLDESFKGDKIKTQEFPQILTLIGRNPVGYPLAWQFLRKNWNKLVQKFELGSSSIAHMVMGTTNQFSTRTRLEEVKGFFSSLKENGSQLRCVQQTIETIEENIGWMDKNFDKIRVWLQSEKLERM
# S100A4 MyoIIA: blocks human S100A4 binding to myosin IIA peptide | P26447 | S100A4/TAMRA-MyoIIA peptide fluorescence polarization | inhibition, % at 10.7 µM | hit rate 0.14% among 360,000 | AID 652163;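 active = mean inhibition of at least 70% across replicates, with every replicate also reaching that level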
# Target sequence (P26447 whole entry, looked up): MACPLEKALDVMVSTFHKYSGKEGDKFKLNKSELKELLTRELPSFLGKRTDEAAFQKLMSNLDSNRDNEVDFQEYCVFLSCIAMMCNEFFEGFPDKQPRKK
#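 Test system – S100A4 monomer (human) · Compound – single-point compound testing · Schedule – 5 min incubation before reading · Probe or stimulus – TAMRA-labelled myosin IIA heavy-chain peptide probe, 5 nM · Benchmarks – neutral control DMSO, positive control TFP · Medium – Calcium-containing HEPES buffer, pH 7.2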
# EWS-Fli inh: blocks EWS/Fli oncoprotein-driven transcription | hit rate 0.67% among 350,000 | AID 651661 | inhibition, % at 12.6 µM | A673 NR0B1-luciferase reporter, viability-normalised;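 active = mean inhibition of at least 50% after viability correction, with every replicate also passing that limit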;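 note: firefly luciferase signal divided by Alamar Blue viability fluorescence both relative to DMSO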
# PglD inh: PglD (C. jejuni) enzyme inhibition. purified PglD enzyme, DTNB colorimetric CoA detection. inhibition, % at 12.5 µM. hit rate 0.098% among 360,000. AID 602405; in the data active = inhibition above about 16%, passing the limit was not always enough; note: strong numbers were not always called active
# Active calls of the source: *; x = not tested or not shown; & = joins results of further samples.
SMILES,PGC1a acetyl inh,FN deposit inh,PAX8 reporter,LGR2 antag,ERAP1 HTS inh,S100A4 MyoIIA,EWS-Fli inh,PglD inh
CC(C)(C)CN1CCN(CCCc2ccccc2)C(CCO)C1 (stereo not given),6,0,-12,-6,1,-3,20,-3
O=C(CC1NC2CCCCC2NC1=O)Nc1cccc(C(F)(F)F)c1 (stereo not given),22,-1,-5,x,x,x,x,-2
Cc1ccc(C)c(N(CC(=O)NCc2ccco2)C(=O)CNS(=O)(=O)c2ccccc2)c1,6,1,6,1,-3,2,7,-1
CCO[C@@H]1OC(C(=O)NC2CC2)=C[C@H](C(C)(C)C)[C@H]1CCCO,4,-11,-6,6,4,-12,-9,-3
Cc1ccc(S(=O)(=O)Nc2ccc3c(c2)C(=O)N([C@@H](C)CO)C[C@@H](C)[C@H](CN(C)Cc2ccncc2)OCCCC[C@@H](C)O3)cc1,-14,-9,8,-2,-3,5,9,3
CCOc1ncccc1C(=O)OC(C)C(=O)Nc1ccc(Cl)cn1 (stereo not given),-2,x,-11,2,-2,-3,-4,0
Cc1noc(C)c1C(=O)N1CCC1(C)C(=O)NS(=O)(=O)c1cccc(F)c1 (stereo not given),3,1,3,30,3,22,-3,3
COc1cc2sc3ccc(-c4ccc(CN5CCOCC5)cc4)cc3c(=O)c2cc1OC,8,-7,-39,-42,-4,-1,1,-1
CCCCCCCCN1C(=O)[C@H](CC(=O)NCc2cccc3ccccc23)C[C@@]2(C(=O)OC)CC(C)(C)CC=C12,x,2,26,20,0,1,-13,x
CCCCCCc1ccc(-c2ccc(C#N)cc2)cc1,x,x,x,-6,-2,-2,-6,x
C[C@@H]1CN([C@@H](C)CO)C(=O)Cc2cc(NS(=O)(=O)c3ccccc3)ccc2O[C@@H]1CN(C)C(=O)Nc1ccc2c(c1)OCO2,7,x,13,-8,x,x,-6,x
O=C(NCCc1ccccc1)/C(=C\c1ccc([N+](=O)[O-])cc1)NC(=O)c1ccc(Br)cc1,x,7,14,-4,3,-1,13,-7
COc1ccc(CCNC(=O)C2CC(O)CN2S(=O)(=O)c2ccc(Cl)cc2)cc1OC (stereo not given),x,-6,-4,-12,-2,2,0,-1
O=C1/C(=C/c2ccc(F)cc2)Oc2cc(OC(=O)N3CCOCC3)ccc21,x,-6,0,0,x,2,-10,x
C[C@@H]1CN([C@@H](C)CO)S(=O)(=O)c2ccc(-c3ccc(C#N)cc3)cc2O[C@@H]1CN(C)CC1CC1,6,9,x,3,8,3,-12,0
O=C(Nc1cccc(C(=O)N2CCCCC2)c1)C1CCC1,1,11,-26,0,x,6,-3,-2
CCCCNS(=O)(=O)c1ccc2nc(SCC(=O)Nc3ccccc3)[nH]c2c1,x,-1,23,x,8,-1,3,x
Cc1nc2ccccn2c1C(=O)NCC(C)C,x,5,3,-17,0,4,-3,x
COc1ccc(CN(C)CC2CCCN(CCc3ccc(F)cc3)C2)cc1OC (stereo not given),-41,-4,9,-2,-1,-24,16,-1
O=C1CSC(c2ccccn2)N1c1ccc(Cl)c(Cl)c1 (stereo not given),-4,1,-8,x,x,x,x,7
COc1ccc(/C=C2\C(=O)c3ccccc3OC2c2ccccc2)cc1 (stereo not given),x,-5,35,5,-3,-1,31,x
CC(=O)c1ccc(OCC(=O)N(C)CC(=O)Nc2ccc(N3CCOCC3)cc2)cc1,-2,8,-21,3,-1,4,4,-3
CC1(C(=O)NCc2ccccc2)Cc2c(-c3cccc(C(F)(F)F)c3)ccnc2O1 (stereo not given),-11,9,0,-1,1,-4,-3,6
Cc1cc(NS(=O)(=O)c2ccc(NC(=O)Cc3cccs3)cc2)no1,4,x,x,7,0,-8,1,3
O=C(Nc1ccc(-c2cn3c(n2)SCC3)cc1)c1ccc2c(c1)OCO2,-16,-4,-24,-17,-4,0,-83,5
COC(=O)C1(C(=O)OC)C[C@H](c2ccccc2)N(Cc2ccccc2OC)[C@@H]1c1ccccc1,x,x,5,10,x,-1,-9,x
COc1cccc(N2CCN(C(=O)CCNS(=O)(=O)c3ccc(F)c(F)c3)CC2)c1,5,0,18,5,-3,-13,12,-6
NNC(=O)c1cnn(-c2ccccc2)c1C(F)(F)F,0,-7,0,-1,-4,1,4,-2
O=C(c1cccc([N+](=O)[O-])c1)N1CCN(C/C=C/c2ccccc2)CC1,x,-3,4,-7,x,3,5,x
CCN1[C@H](C(=O)OC)[C@@H](CO)[C@@H]2Cn3c(ccc(C4=CCCCC4)c3=O)[C@@H]21,x,x,-9,20,1,1,2,2

# For reference, 15 of the compounds above:
SMILES,PGC1a acetyl inh,FN deposit inh,PAX8 reporter,LGR2 antag,ERAP1 HTS inh,S100A4 MyoIIA,EWS-Fli inh,PglD inh
O=C(Nc1cccc(C(=O)N2CCCCC2)c1)C1CCC1,1,11,-26,0,x,6,-3,-2
CCCCNS(=O)(=O)c1ccc2nc(SCC(=O)Nc3ccccc3)[nH]c2c1,x,-1,23,x,8,-1,3,x
Cc1nc2ccccn2c1C(=O)NCC(C)C,x,5,3,-17,0,4,-3,x
COc1ccc(CN(C)CC2CCCN(CCc3ccc(F)cc3)C2)cc1OC (stereo not given),-41,-4,9,-2,-1,-24,16,-1
O=C1CSC(c2ccccn2)N1c1ccc(Cl)c(Cl)c1 (stereo not given),-4,1,-8,x,x,x,x,7
COc1ccc(/C=C2\C(=O)c3ccccc3OC2c2ccccc2)cc1 (stereo not given),x,-5,35,5,-3,-1,31,x
CC(=O)c1ccc(OCC(=O)N(C)CC(=O)Nc2ccc(N3CCOCC3)cc2)cc1,-2,8,-21,3,-1,4,4,-3
CC1(C(=O)NCc2ccccc2)Cc2c(-c3cccc(C(F)(F)F)c3)ccnc2O1 (stereo not given),-11,9,0,-1,1,-4,-3,6
Cc1cc(NS(=O)(=O)c2ccc(NC(=O)Cc3cccs3)cc2)no1,4,x,x,7,0,-8,1,3
O=C(Nc1ccc(-c2cn3c(n2)SCC3)cc1)c1ccc2c(c1)OCO2,-16,-4,-24,-17,-4,0,-83,5
COC(=O)C1(C(=O)OC)C[C@H](c2ccccc2)N(Cc2ccccc2OC)[C@@H]1c1ccccc1,x,x,5,10,x,-1,-9,x
COc1cccc(N2CCN(C(=O)CCNS(=O)(=O)c3ccc(F)c(F)c3)CC2)c1,5,0,18,5,-3,-13,12,-6
NNC(=O)c1cnn(-c2ccccc2)c1C(F)(F)F,0,-7,0,-1,-4,1,4,-2
O=C(c1cccc([N+](=O)[O-])c1)N1CCN(C/C=C/c2ccccc2)CC1,x,-3,4,-7,x,3,5,x
CCN1[C@H](C(=O)OC)[C@@H](CO)[C@@H]2Cn3c(ccc(C4=CCCCC4)c3=O)[C@@H]21,x,x,-9,20,1,1,2,2

# Carrying on:
SMILES,PGC1a acetyl inh,FN deposit inh,PAX8 reporter,LGR2 antag,ERAP1 HTS inh,S100A4 MyoIIA,EWS-Fli inh,PglD inh
COc1cc(/C=N/N=C(/N)c2nonc2N)cc(Br)c1OCc1cccc(C)c1,-35,4,-21,x,x,x,x,-2
O=C(CN(Cc1ccccc1F)C(=O)c1ccco1)NCc1ccc(F)cc1,0,3,-1,x,x,x,x,0
O=C(C1CCOCC1)N1C[C@@H]2N[C@H](C1)C2c1ccc(-c2cncnc2)cc1 (stereo not given in full),-1&-4,1&-1,-16&-1,-17&-13,-3&0,2&-11,-9&-11,x
C=CCN(CC=C)C(=O)c1ccc(OC2CCN(S(=O)(=O)N(C)C)CC2)cc1,x,-4,-62,-21,-4,9,-39,x
CN1N=C(C(=O)N2CCCC(N3CCN(c4ccc(F)cc4)CC3)C2)CCC1=O (stereo not given),9,x,4,-7,0,-5,1,-1
COc1cc(C2NC(=O)NC(O)(C(F)(F)F)C2C(C)=O)cc(OC)c1OC (stereo not given),x,5,-14,-5,3,12,-2,x
CCOC(=O)N1CCN(C(=O)c2ccc(CS(=O)(=O)c3ccccc3OC)o2)CC1,-3,-7,24,10,3,-1,x,1
Cc1ccc(S(=O)(=O)N2CCN(C(=O)CN3CCCCC3)C2C(C)C)cc1 (stereo not given),-4,x,x,2,2,-4,4,x
NC(CO)c1csc(Nc2ccc(C(F)(F)F)cn2)n1 (stereo not given),x,-4,1,2,2,-4,-3,-1
C[C@@H]1CN([C@H](C)CO)C(=O)c2cccc(NC(=O)Nc3ccccc3)c2O[C@@H]1CN(C)C(=O)NC1CCCCC1,2,x,9,10,0,19,5,3

# Pulled by compound from the entries so far (2):
SMILES,PGC1a acetyl inh,FN deposit inh,PAX8 reporter,LGR2 antag,ERAP1 HTS inh,S100A4 MyoIIA,EWS-Fli inh,PglD inh
Cc1ccc(S(=O)(=O)N2CCN(C(=O)CN3CCCCC3)C2C(C)C)cc1 (stereo not given),-4,x,x,2,2,-4,4,x
COc1cc(/C=N/N=C(/N)c2nonc2N)cc(Br)c1OCc1cccc(C)c1,-35,4,-21,x,x,x,x,-2

# New compounds follow.
SMILES,PGC1a acetyl inh,FN deposit inh,PAX8 reporter,LGR2 antag,ERAP1 HTS inh,S100A4 MyoIIA,EWS-Fli inh,PglD inh
C[C@@H]1CN([C@H](C)CO)C(=O)c2cc(NC(=O)Nc3cccc4ccccc34)ccc2O[C@@H](C)CCCCO[C@H]1CN(C)C(=O)c1ccccc1,14,x,x,-13,0,-11,14,2
CCOC(=O)c1cc(-c2ccccc2)sc1NC(=O)C(C)OC(=O)c1ccncc1 (stereo not given),x,5,32,-5,-3,-26,-13,-1
COc1ccccc1C#Cc1cnc2c(c1)C(=O)N([C@H](C)CO)C[C@@H](C)[C@H](CN(C)C(C)=O)O2,0,x,x,-10,2,4,-17,2
Cc1ccc(F)cc1NC(=O)C1CC(=O)N(CCc2ccccc2)C1 (stereo not given),x,9,24,7,-2,-3,3,x
Nc1nc(NCc2ccco2)nc(Nc2ccccc2)c1[N+](=O)[O-],3,8,4,x,-2,-4,4,2
COCC#Cc1cnc2c(c1)C(=O)N([C@H](C)CO)C[C@H](C)[C@H](CN(C)C(=O)CN1CCOCC1)O2,17,-5,0,9,4,-2,-4,-3
COc1ccc(S(=O)(=O)Nc2ccc3c(c2)CC(=O)N([C@@H](C)CO)C[C@@H](C)[C@H](CN(C)S(=O)(=O)c2ccc(F)cc2)O3)cc1,-2,x,1,23,x,x,4,2
Cc1nnc(SCC(=O)N2CCN(C(=O)c3ccco3)CC2)n1-c1ccccc1,16,10,2,-18,3,0,10,x
Cc1cccc(NC(=O)c2cccc(S(=O)(=O)N(C)c3ccccc3)c2)n1,2,9,-44,-14,5,-1,-44,x
O=C(c1cccs1)N1CCCC(c2ccccc2)C1 (stereo not given),0,-1,-22,x,x,x,x,-2
O=C(N/C(=C\c1cccc([N+](=O)[O-])c1)C(=O)N1CCOCC1)c1ccco1,3,-2,10,7,-4,-5,x,0
N#C[C@@H]1[C@@H](c2ccccc2)[C@H](CO)N1C(=O)C1CCCC1,2,6,-4,10,-5,-7,-3,0
COc1ccc(CCNC(=O)c2cc3c(=O)n4ccccc4nc3n(C3CCCCC3)c2=N)cc1OC,-41,22,-25,-16,-3,-2,27,3
O=C(COC(=O)c1cc(S(=O)(=O)N2CCOCC2)c(Cl)cc1Cl)c1ccc[nH]1,6,4,9,-2,-1,-9,-2,1
COC(=O)c1c(C)[nH]c(C(=O)COC(=O)Cn2cc(C(F)(F)F)ccc2=O)c1C,x,12,4,11,3,-3,7,-2
